Source: PubChem BioAssay (National Center for Advancing Translational Sciences (NCATS))
Tb PFK inh: qHTS Assay to Find Inhibitors of T. brucei phosphofructokinase; ATP-dependent 6-phosphofructokinase (Trypanosoma brucei brucei), O15648; T. brucei PFK, ADP-Glo luminescence; Potency, µM (series often up to 57.5 µM), inactives show at the highest dose activity, negative = inhibition, actives largely listed as inhibitors; 330,000 compounds, 0.17% hits; AID 485367, 2010;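 also: potency is read from the fitted curve at half-maximal effect; 0% = uninhibited 1x PFK enzyme wells and -100% = no-enzyme wells; nearly all actives have a fitted effect of over 60% in size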
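In TEA buffer at pH 8.0 with 5 mM MgCl2, enzyme (1.25 nM) converted F6P (0.5 mM) and ATP (0.1 mM) for 45 min at room temperature. ADP product was read by luciferase luminescence.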
B2AR arrestin: qHTS assay of beta-arrestin-biased ligands of beta2-adrenergic receptor | Beta-2 adrenergic receptor (Homo sapiens), P07550 | beta-arrestin recruitment to beta2AR, cell-based reporter | Potency, µM (top dose mostly 46.1 µM), without a hit: at the highest dose activation, usual class: activators | 330,000 compounds, 0.02% hits | AID 492947, 2010;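 also: potency is read from the fitted curve at half-maximal effect; 0% = DMSO controls and full agonism = EC100 isoproterenol or metaproterenol; nearly all actives have a fitted effect of over 65% in size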
FBPA coupling cs: qHTS Assay for Inhibitors of Fructose-1,6-bisphosphate Aldolase from Giardia Lamblia: Coupling assay counterscreen. coupling enzyme system counterscreen, AmpLite Red fluorescence. activity change, negative = inhibition, % at 58.2 µM, hits read low. 290,000 compounds, 0.67% hits; in the data active = activity change below about -30%; also: % is scaled to controls: 0 for no effect and ±100 for the full control effect
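Fluorescence at 525 nm excitation and 598 nm emission measured inhibition of the coupled detection system without aldolase. Compounds (at 57.5 uM final) were preincubated 10 min at room temperature with coupling enzyme reagent before a 20 min substrate/AmpLite Red step.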
Chronic BCR inh: qHTS Assay to Find Inhibitors of Chronic Active B-Cell Receptor Signaling | ABC-DLBCL IkBa-CBG/CBR reporter, luminescence ratio, 4 h | Potency, µM (top dose mostly 46.1 µM), for the others: at the highest dose ratio change, negative = lower green/red ratio, most hits filed as inhibitors | 340,000 compounds, 0.05% hits | AID 493014, 2011; active = well fitted inhibition curve with a large enough effect in the signal ratio, with a control signal flat, not every such curve was filed as active; inconclusive = small, poorly fitted or top-dose-only effect, or effect the other way, or a change in a side signal; the % refers to the signal ratio;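 also: potency is read from the fitted curve at half-maximal effect; plate controls were basal doxycycline-induced cells for no effect and cells given 10 µM MG132 for full effect; MG132 reads +100%, hits lower the ratio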
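Compounds up to 46 uM were incubated four hours with TMD8 cells whose green CBG68 luciferase is fused to IkappaBalpha; red CBR luminescence normalised the signal, and concentration-effect curves were fitted to fusion, red and ratio data.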
PKM2 act: qHTS Assay for Activators of Human Muscle isoform 2 Pyruvate Kinase | Pyruvate kinase PKM (Homo sapiens), P14618 | Potency, µM (top dose mostly 57.5 µM), for the others: at the top dose activation, hits mostly activators | purified PKM2, Kinase-Glo ATP luminescence, activation; response scale: 0% is enzyme alone, no compound | 260,000 compounds, 0.34% hits | AID 1631, 2009; also: potency is read from the fitted curve at half-maximal effect; % is scaled to controls: 0 for no effect and ±100 for the full control effect; nearly all actives have a fitted effect of over 55% in size
Target sequence (P14618 whole entry, looked up, canonical isoform): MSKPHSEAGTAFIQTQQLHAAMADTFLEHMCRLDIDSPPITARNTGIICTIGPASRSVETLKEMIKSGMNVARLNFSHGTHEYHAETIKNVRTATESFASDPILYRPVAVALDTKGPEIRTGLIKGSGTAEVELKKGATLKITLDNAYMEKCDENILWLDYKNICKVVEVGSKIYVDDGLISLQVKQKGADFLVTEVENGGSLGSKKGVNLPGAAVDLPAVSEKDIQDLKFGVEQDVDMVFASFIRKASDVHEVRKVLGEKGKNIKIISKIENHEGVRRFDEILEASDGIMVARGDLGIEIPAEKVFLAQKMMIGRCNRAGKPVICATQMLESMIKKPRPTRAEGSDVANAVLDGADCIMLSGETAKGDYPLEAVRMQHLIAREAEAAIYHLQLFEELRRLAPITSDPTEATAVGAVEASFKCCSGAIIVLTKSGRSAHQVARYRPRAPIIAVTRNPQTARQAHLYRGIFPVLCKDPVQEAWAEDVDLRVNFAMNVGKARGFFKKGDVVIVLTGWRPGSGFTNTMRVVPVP
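ATP formation by purified human PK-M2, quantified via coupled luciferase luminescence after 1 h at room temperature with 0.1 mM ADP and 0.5 mM PEP final.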
Giardia kill: Small Molecules that selectively kill Giardia lamblia: qHTS. Giardia lamblia trophozoite viability. activity change, % at 7.66 µM, hits read low. 340,000 compounds, 0.15% hits; in the data active = activity change below about -80%; inconclusive = between about -30% and that limit;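 also: parasites exposed to compound for two days anaerobically before the ATP read; % is scaled to controls: 0 for no effect and ±100 for the full control effect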
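Trophozoites 100 cells/well + cpd; 48 hrs, 37 deg C, anaerobic. ATPLite 1-Step added, 15-30 min RT, luminescence read (ATP-based viability).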
S-ASM inh: Inhibitors of Secretory Acid Sphingomyelinase (S-ASM): qHTS; Sphingomyelin phosphodiesterase (Homo sapiens), P17405; placental ASM, HMU-PC fluorogenic substrate, 60 min; Potency, µM (series often up to 57.5 µM), without a hit: top-dose activity change, negative = inhibition, usual class: inhibitors; 340,000 compounds, 0.006% hits; AID 504937, 2011; also: potency is read from the fitted curve at half-maximal effect
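Human placenta-derived ASM enzyme was preincubated with compound for 10 minutes at room temperature, then given fluorogenic substrate HMU-PC0 (9 uM final) for 60 minutes at 37 °C; a pH 10 stop preceded fluorescence reading at Ex 386/Em 447 nm.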
Integrin act MD: qHTS for Activators of Integrin-Mediated Alleviation for Muscular Dystrophy; alpha7betagal myoblasts, beta-gal FDG fluorescence, 48 h; 350,000 compounds, 0.064% hits; Potency, µM (highest dose often 38.3 µM), for the others: at the top dose activation, hits mostly activators;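 also: potency is read from the fitted curve at half-maximal effect; 100% = response of the positive control SU9516; nearly all actives have a fitted effect of over 60% in size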
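Alpha7betagal+/- myoblasts (passage 13) were plated 16-24 hr, then exposed to compounds (1:260 dilution of DMSO stock) for 48 hours at 37C. After MPER lysis, β-galactosidase reporter activity was read as FDG fluorescence (ex 480/em 540) after 30 minutes.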
Menin-MLL TR inh: qHTS Assay for Inhibitors Targeting the Menin-MLL Interaction in MLL Related Leukemias: Competition With Texas Red Labeled MLL-derived Mutant Peptide | O00255 | Menin + Texas Red MLL mutant peptide, fluorescence polarization | Potency, µM (series often up to 61.6 µM), for the others: top-dose FP activity change, negative = inhibition, hits mostly inhibitors | 270,000 compounds, 0.23% hits; active = well fitted inhibition curve with a large enough effect in the polarisation, with a control signal flat, not every such curve was filed as active; inconclusive = small, poorly fitted or top-dose-only effect, or effect the other way, or a change in a side signal; inactive = no such curve, though single readings can be large or run the other way; the % refers to the polarisation; also: potency is read from the fitted curve at half-maximal effect; % of control where 0% means no effect; many of its hits are not listed in these tables
GALK inh: qHTS Assay for Inhibitors of Human Galactokinase (GALK); P51570; Purified GALK, Kinase-Glo residual ATP luminescence; Potency, µM (series often up to 57.5 µM), without a hit: at the highest dose activity change, negative = inhibition, hits mostly inhibitors; 270,000 compounds, 0.007% hits; AID 1868, 2009; also: potency is read from the fitted curve at half-maximal effect; % is scaled to controls: 0 for no effect and ±100 for the full control effect
Target sequence (P51570 whole entry, looked up): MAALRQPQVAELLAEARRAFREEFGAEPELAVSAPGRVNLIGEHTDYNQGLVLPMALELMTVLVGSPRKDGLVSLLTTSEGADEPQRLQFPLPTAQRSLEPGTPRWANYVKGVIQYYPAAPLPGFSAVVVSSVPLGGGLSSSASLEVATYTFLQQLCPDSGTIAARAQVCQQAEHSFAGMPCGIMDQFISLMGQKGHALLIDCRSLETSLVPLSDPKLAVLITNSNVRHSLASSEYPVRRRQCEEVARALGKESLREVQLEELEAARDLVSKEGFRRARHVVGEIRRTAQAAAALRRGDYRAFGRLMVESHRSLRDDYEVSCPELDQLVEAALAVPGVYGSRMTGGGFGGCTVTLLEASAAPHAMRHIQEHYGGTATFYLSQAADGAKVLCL
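The enzyme phosphorylates galactose (100 uM) using ATP (35 uM); inhibition is detected as higher residual ATP, quantified by bioluminescence after 1 h reaction at room temperature, pH 8.0.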
TSG101-PTAP inh: qHTS Assay for Iinhibitors of HIV-1 Budding by Blocking the Interaction of PTAP/TSG101; Tumor susceptibility gene 101 protein (Homo sapiens), Q99816; Fluorescence polarization, FITC-PTAP peptide / Tsg101 binding; Potency, µM (doses to about 115 µM), for the others: at the top dose activity change, negative = inhibition, most hits filed as inhibitors; 340,000 tested, under 10 active; active = well fitted inhibition curve with a large enough effect in the main read-out, with a control signal flat, not every such curve was filed as active; inconclusive = small, poorly fitted or top-dose-only effect, or effect the other way, or a change in a side signal; inactive = no such curve, though single readings can be large or run the other way; also: potency is read from the fitted curve at half-maximal effect; % of control where 0% means no effect
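Fluorescence anisotropy tracks displacement of a FITC-tagged PTAP peptide (50 nM) from the Tsg101 binding domain (10 uM), following a 20 min room-temperature incubation at pH 7.5.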
* marks the source's active call; other numbers are inactive results; ? = inconclusive; . = no result given; & = joins results of further samples; [ ] = another dose, or the depositor's remark. Unless noted, calls follow the shape of the dose curve; as a rule, active = well fitted curve in the direction sought with a large enough effect; inconclusive = small, poorly fitted or top-dose-only effect, or another doubt; inactive = no such curve, though single readings can be large; an effect the other way counts as inactive or inconclusive.

SMILES	Tb PFK inh	B2AR arrestin	FBPA coupling cs	Chronic BCR inh	PKM2 act	Giardia kill	S-ASM inh	Integrin act MD	Menin-MLL TR inh	GALK inh	TSG101-PTAP inh
COc1ccc(C(C)(C)NC(=O)C2CCC(=O)N(CCCN3CCCC3=O)C2)cc1 (stereo not drawn)	-5.2%	0.1%	3.7	1.5%	.	12.0	-1.7%	0.0%	14.6%	0.1%	-1.7%
CC(=O)Nc1ccc(-c2csc(N/N=C(/C)c3ccccc3)n2)cc1	-4.3%	-0.3%	0.7	-6.6%	-0.2%	?	-14.9%	?	.	-2.1%	2.4%
COc1ccc(CCNC(=O)C2CCCN2C(=O)Nc2cccc(C(C)=O)c2)cc1OC (stereo not drawn)	-6.8%	-0.6%	1.5	-0.2%	0.7%	-0.6	1.0%	3.4%	-7.7%	1.2%	-2.3%
CS(=O)(=O)N(Cc1ccc(Cl)cc1)c1ccc(C(=O)NCc2ccccn2)cc1	?	-0.6%	5.7	-0.7%	-2.8%	-8.8	-2.7%	7.7%	.	-0.2%	-3.2%
O=C(COc1ccccc1Br)NC(=O)NC1CCCC1	6.4%	-0.3%	.	1.1%	.	-13.0	1.1%	-13.8%	.	.	-7.4%
CCc1nnc(NC(=O)C(C)N2C(=O)C3C4C=CC(C4)C3C2=O)s1 (stereo not drawn)	3.8%	-0.1%	-0.7	-2.6%	-0.1%	4.8	5.0%	43.5%	-5.5%	-0.9%	-5.8%
COc1ccc(CC(=O)n2[nH]c(=O)cc(C)c2=O)cc1OC	-5.0%	-0.2%	2.8	?	?	-2.1	2.7%	-25.4%	.	-3.0%	0.5%
O=[N+]([O-])c1cccc(N(CC(O)CN2CCCC2)S(=O)(=O)c2ccccc2)c1 (stereo not drawn)	0.2%	-0.3%	0.3	-0.7%	1.2%	8.5	6.0%	-15.9%	?	-0.1%	-2.4%
O=S(=O)(Cc1ccccc1)Oc1ccccc1	-11.2%	-1.0%	-15.8	-1.0%	.	-3.6	-2.7%	30.1%	-6.5%	.	-0.6%
N#C/C(=C\c1ccc[nH]1)C(=O)NC1CC1	-2.2%	0.0%	-1.3	?	2.7%	11.7	-0.6%	-2.3%	.	-4.1%	-1.7%
COc1ccc(CNC(=O)c2cc3c(s2)CN(Cc2ccccc2)C3)cc1	-3.3%	0.3%	-0.3	-6.7%	-5.8%	-10.4	2.9%	-18.6%	1.1%	-2.0%	3.3%
C=CCNC(=O)C(C)N1C(=O)c2ccccc2C1=O (stereo not drawn)	7.9%	-0.6%	0.2	?	-1.0%	10.5	1.9%	16.1%	-5.2%	1.1%	-3.3%
Cc1ccc(NC(=O)Cn2nnc(C(=O)NCc3ccco3)c2N)c(C)c1	-8.3%	0.2%	-2.5	5.8%	-2.4%[0.46 µM]	-24.9	3.1%	-17.2%	2.7%	-0.4%	-0.7%
CC(=O)NCC(=O)N(C)C(C(=O)Nc1ccc(C(C)C)cc1)c1ccccc1 (stereo not drawn)	-1.3%	-0.8%	2.1	22.8%	-3.9%	18.6	1.1%	-1.3%	0.9%	0.4%	0.4%
O=S(=O)(Nc1ccc(S(=O)(=O)N2CCCC2)cc1)c1ccc(F)cc1F	2.3%	-0.3%	.	4.8%	.	0.4	-0.7%	12.0%	.	.	-5.1%
CCn1c(-c2nn(-c3ccccc3)ccc2=O)n[nH]c1=S	-2.8%	-0.3%	3.2	16.4%	-6.6%	12.7	-0.3%	1.7%	0.1%	0.4%	-3.5%
O=C(COC(=O)CCSc1ccc(Cl)cc1)Nc1ccc(F)cc1	-8.0%	-0.4%	-5.0	6.0%	-17.7%	5.5	-3.6%	0.7%	23.1%	-2.5%	-0.5%
CC(=O)C1=C(C)NC(SCC(=O)Nc2nc3ccccc3s2)=C(C#N)C1c1ccc(Cl)cc1 (stereo not drawn)	0.0%	0.0%	1.2	?	0.8%	-10.3	6.9%	23.2%	-25.6%	-1.0%	-0.9%
COc1ccc(C2c3[nH]c4ccccc4c3CCN2C(=O)c2cn3ccccc3n2)c(F)c1 (stereo not drawn)	-0.2%	4.2%	-0.9	-9.9%	-6.5%	-25.4	-14.6%	1.7%	-1.1%	1.3%	-3.1%
O=C(CCN(CCO)Cc1ccccc1)Nc1ccc(Br)cc1	-1.8%	-0.9%	0.4	3.8%	-6.1%	-2.3	-2.4%	-28.2%	-7.0%	1.8%	-9.7%
Cc1cc(N2CCCC(C(=O)Nc3cccc(Cl)c3)C2)n2ncnc2n1 (stereo not drawn)	-2.6%	-0.2%	1.1	1.5%	2.6%	4.7	-1.6%	6.8%	13.8%	-0.6%	-4.1%
Cc1ccc(OCC(=O)NNC(=O)CCC(=O)Nc2ccc(C)cc2C)cc1	1.5%	-0.1%	-1.2	-20.5%	-5.1%	9.2	5.6%	0.7%	?	-0.2%	-0.8%
CCCc1nnc(SCC(=O)Nc2nnc(CC)s2)n1CC1CCCO1 (stereo not drawn)	3.3%	-0.4%	1.4	-8.8%	-2.4%	19.3	-2.0%	0.6%	-20.7%	11.0%	2.2%
O=C(CCCc1ccccc1)NCCS(=O)(=O)N1CCN(c2ccccc2F)CC1	0.0%	0.1%	.	-2.1%	.	11.8	-0.1%	-5.0%	.	.	0.5%
COc1cc2[nH]c(=S)n(CCN3CCCCC3C)c(=O)c2cc1OC (stereo not drawn)	-3.5%	-0.3%	1.9	-0.2%	-7.6%	-1.6	4.5%	-10.0%	-6.9%	-2.0%	2.8%
O=C(NCc1ccc(F)cc1)c1cnc2n(c1=O)CCS2	-10.3%	-0.1%	2.4	-0.1%	-2.9%	-6.1	4.8%	4.0%	10.8%	2.8%	1.3%
O=C(NCc1ccccc1)C12CC3CC(CC(Br)(C3)C1)C2	5.8%	-0.7%	-1.4	-1.4%	-0.8%	2.4	-4.1%	4.5%	-10.9%	-3.6%	2.3%
CCOC(=O)Cc1csc(NC(=O)c2ccc(OC)c(OC)c2)n1	5.3%	0.3%	-2.9	?	0.8%	0.6	3.8%	-16.8%	-22.1%	-2.4%	-7.6%
COC(CNC(=O)c1cccnc1)OC	-6.7%	-0.3%	-0.8	?	-1.0%	1.6	1.7%	3.0%	?	3.5%	-2.2%
Cc1ccc(S(=O)(=O)N(CC(=O)NCCC2=CCCCC2)Cc2ccccc2F)cc1	-1.9%	-0.1%	-1.1	?	-4.6%	-3.1	-0.1%	-33.6%	?	.	-6.6%
O=c1c(/C=N/O)c(Nc2ccccc2)nc2ccccn12	2.1%	-0.4%	-1.8	8.9%	-1.3%	-0.1	-8.2%	9.1%	-17.0%	2.7%	-4.2%
C[C@@H](C(=O)NCc1ccc(S(C)(=O)=O)cc1)[C@H]1C[C@]1(C)[C@H](NC(=O)OCc1ccccc1)c1ccccc1	-4.1%	-0.6%	-4.8&1.7	-14.1%	-8.1%&-3.8%	-20.9	5.0%	1.1%	-0.3%&4.8%	.	.
O=S(=O)(Nc1cccc(Cl)c1)c1ccc2oc(=S)[nH]c2c1	21.4%	-0.2%	12.1	-1.2%	5.9%	11.5	3.8%	-4.1%	?	-0.1%	-3.2%
Cc1ccc2nc(SC(C)C(=O)N3CCOCC3)[nH]c2c1 (stereo not drawn)	2.5%	-0.9%	-2.1	-13.5%	-11.9%	-1.9	1.3%	7.7%	-1.7%	5.3%	1.1%
O=C(COC(=O)C1CC(=O)N(C2CCCCC2)C1)c1ccc(F)cc1 (stereo not drawn)	-0.4%	0.2%	0.0	0.2%	7.6%	?	-4.5%	12.6%	-17.6%	-1.6%	-5.8%
CCNc1nc(NC(C)C)nc(NS(=O)(=O)c2ccc(N)cc2)n1	-3.8%	0.0%	3.0	-10.4%	-0.7%	-8.6	5.4%	15.6%	3.3%	0.9%	-2.5%
O=C(c1coc2ccc(O)c(CN3CCOCC3)c12)C1CC1	-0.9%	-0.1%	-1.0	0.4%	3.1%	10.1	-1.3%	27.5%	-5.2%	0.2%	-4.6%

A portion of the library (hit frequency here may not be typical).
